Compound activity (PubChem BioAssay)
Ub-GFP proteasome: Ubiquitin-GFP Assay. Ubiquitin-GFP reporter cells, proteasome inhibition, GFP fluorescence; response scale: untreated = 0%, 10 µM MG-132 = 100%. 67,000 tested, under 10 active. Potency, µM (top dose mostly 45.9 µM), without a hit: top-dose activation (GFP accumulation), actives largely listed as activators; active = well fitted activation curve with a large enough effect, not every such curve was filed as active; inconclusive = small, poorly fitted or top-dose-only effect, or another doubt; inactive = no such curve, though single readings can be large or run the other way; note: potency is the fitted concentration of half-maximal effect
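Reporter cells (U2OS, ubiquitin-G76V-GFP fusion) are plated overnight, then treated 4 hr at 37 °C with compound titrations from 46 uM down to 2.9 nM. Activity is scaled against untreated cells and 10 uM MG-132.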
A350 autofl: qHTS Assay for Spectroscopic Profiling in A350 Spectral Region. max dye-equivalent concentration, M. Compound autofluorescence, 340/450 nm, Alexa 350 dye-equivalents; hits give high values. hit rate 11% among 59,000; in the data active = max dye-equivalent concentration above about 10 nM; inconclusive = mostly about 1.1 nM to 9.6 nM
HEK293 cAMP ctrl: qHTS Assay for Agonists of the Thyroid Stimulating Hormone Receptor: Activators of Intracellular cAMP Concentrations in Parental HEK 293; hit rate 2.5% among 73,000; parental HEK293 CNG cAMP sensor, membrane potential fluorescence; Potency, µM (top dose mostly 57.1 µM), for inactives: at the highest dose activation, usual class: activators; note: potency is the fitted concentration of half-maximal effect; % of control where 0% means no effect; nearly all actives have a fitted effect of over 55% in size
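Counterscreen for endogenous-receptor signalling: CNG-channel HEK 293 cells report cAMP rise by membrane depolarization. After 60 min dye equilibration with 100 uM RO 20-1724, compounds incubated 30 min before bottom-read fluorescence at 590 nm.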
BRCT PPI green: qHTS Assay for Inhibitors of BRCT-Phosphoprotein Interaction (Green Fluorophore); Breast cancer type 1 susceptibility protein (Homo sapiens), P38398; BRCA1 BRCT-phosphopeptide binding, green fluorescence polarization; Potency, µM (top dose mostly 76.9 µM), for the others: at the highest dose activity change, negative = inhibition, hits mostly inhibitors; hit rate 0.05% among 75,000; AID 875, 2007;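 note: potency is the fitted concentration of half-maximal effect; plate controls were peptide without protein for full effect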
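Fluorescence polarization: His-tagged BRCT (~35 kDa BRCA1 C-terminus, 250 nM) bound to 100 nM fluorescein-labeled phosphorylated 10-aa BACH1 peptide, pH 7.3 phosphate buffer with DTT and Tween 20. Compounds incubated 12 min at room temperature; inhibition read as lowered polarization.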
BRCT inh red: qHTS Assay for Inhibitors of BRCT-Phosphoprotein Interaction (Red Fluorophore). hit rate 0.03% among 75,000. BRCT-phosphopeptide binding, red fluorescence polarization. AID 892, 2007. Potency, µM (series often up to 76.9 µM), without a hit: at the top dose activity change, negative = inhibition, most hits filed as inhibitors; note: % is set by controls: 0 for no effect and ±100 for the full control effect
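Rhodamine-labelled pBACH1 10-mer (100 nM) bound to BRCT domain (100 nM) at pH 7.3; compounds incubated 12 min room temperature, polarization read. Free peptide defines full inhibition; unlabelled decapeptide titrated as control.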
Caspase-7 inhib: qHTS Assay for Allosteric/Competitive Inhibitors of Caspase-7; P55210; recombinant caspase-7, Ac-DEVD-AFC fluorescence rate; Potency, µM (doses to about 57.5 µM), inactives show top-dose activity change, negative = inhibition, actives largely listed as inhibitors; hit rate 0.02% among 75,000; AID 889, 2007; active = well fitted inhibition curve with a large enough effect in the main read-out, with a control signal flat, not every such curve was filed as active; inconclusive = small, poorly fitted or top-dose-only effect, or a change in a side signal; note: potency is the fitted concentration of half-maximal effect; % of control where 0% means no effect
Fluorescein fluor: qHTS Assay for Spectroscopic Profiling in Fluorescein Spectral Region. Compound autofluorescence, 480/540 nm, fluorescein-equivalent; hits give high values. max fluorescein-equivalent concentration, M. hit rate 0.91% among 59,000; in the data active = max fluorescein-equivalent concentration above about 10 nM; inconclusive = between about 1.1 nM and that limit
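Read-out is intrinsic compound fluorescence at 480/540 nm (excitation/emission), expressed as dye-equivalent concentration using a fluorescein standard series run on every plate. Compounds sat 15 min at room temperature in 100 mM Tris, pH 8.0.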
USP2a inh: qHTS Assay for Inhibitors of Ubiquitin-specific Protease USP2a. Ubiquitin carboxyl-terminal hydrolase 2 (Homo sapiens), O75604. USP2a enzymatic assay, qHTS inhibition. Potency, µM (top dose mostly 38.3 µM), inactives show at the highest dose activity change, negative = inhibition, usual class: inhibitors. hit rate 0.1% among 60,000. AID 927, 2007;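 note: potency is the fitted concentration of half-maximal effect; nearly all actives have a fitted effect of over 60% in size; plate controls were DMSO for no effect and NEM full inhibition control for full effect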
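20 nM USP2 core + cpd, 30 min RT; add 20 nM Ub-PLA2/20 uM NBD C6-HPC; read Ex460/Em535 at 0 h and 2.5 h. Normalized to NEM; qHTS curve fit/classification.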
GFP derepression: qHTS Assay for Epigenetic Modulators; Potency, µM (top dose mostly 46.1 µM), without a hit: top-dose GFP derepression (activation); hit rate 0.09% among 68,000; mouse C127i GFP locus derepression, cytometry, 30 h; AID 597, 2007; note: % of control where 0% means no effect
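Derepression screen: silenced CMV-GFP reporter in murine C127i cells, 30 h compound incubation at 37 C, washed cells imaged by laser-scanning cytometer to enumerate GFP-expressing objects of 20 to 120 um.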
4-MU autofl: qHTS Assay for Spectroscopic Profiling in 4-MU Spectral Region; hit rate 11% among 59,000; max dye-equivalent concentration, M; compound autofluorescence, 340/450 nm, 4-MU equivalents; hits give high values; in the data active = max dye-equivalent concentration above about 10 nM; inconclusive = mostly about 1.1 nM to 9.6 nM
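Compounds in 100 mM Tris, pH 8.0, incubated 15 min at room temperature, then fluorescence read at 340 nm excitation/450 nm emission. Signal converted to 4-MU dye-equivalent concentration using an on-plate six-point 4-MU standard curve.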
Casp1 inh: qHTS Assay for Allosteric/Competitive Inhibitors of Caspase-1 | hit rate 0.03% among 75,000 | Potency, µM (highest dose often 57.5 µM), inactives show at the top dose activity change, negative = inhibition, most hits filed as inhibitors | P29466 | AID 900, 2007 | Caspase-1 enzyme, Ac-WEHD-AFC fluorogenic rate;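 note: potency is the fitted concentration of half-maximal effect; plate controls were vehicle for no effect and no substrate for full effect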
* hit, by the source's call; i = inactive; ? = inconclusive; / = no result given; [ ] = dose if it differs, or a comment. Unless noted, calls come from the whole dose curve; as a rule, active = well fitted curve in the direction sought with a large enough effect; inconclusive = small, poorly fitted or top-dose-only effect, or another doubt; inactive = no such curve, though single readings can be large; an effect the other way counts as inactive or inconclusive. The list is partial; count on the stated rates, not on these rows.

SMILES	Ub-GFP proteasome	A350 autofl	HEK293 cAMP ctrl	BRCT PPI green	BRCT inh red	Caspase-7 inhib	Fluorescein fluor	USP2a inh	GFP derepression	4-MU autofl	Casp1 inh
Cc1noc(C)c1C(=O)N1CCC2(CC1)CCN(c1ncccn1)CC2	-2%	i	15%	0.7%	0.4%	-2%	i	3%	2%[9.22 µM]	i	-1%
CC(=O)N(c1cccc(Br)c1)C1C=CS(=O)(=O)C1 (stereo not drawn)	-4%	i	0%	-0.4%	0.4%	0%	?	-2%	4%	i	0%
Cc1cc(F)ccc1OC1C=CC(c2ccc3c(c2)OCO3)OC1CO (stereo not drawn)	/	/	-7%[11.4 µM]	2.8%[15.4 µM]	0.8%[15.4 µM]	-3%[11.5 µM]	/	/	/	/	-1%[11.5 µM]
CCOC(=O)c1cccc(NC(=O)C2CCN(S(=O)(=O)c3cccs3)CC2)c1	14%	i	-3%	1.2%	0.3%	-3%	i	27%	-1%	i	-2%
C=CCNc1nc(N)c(C(=O)Nc2cc(C)on2)s1	-1%	i	-4%	0.5%	-0.2%	0%	i	-8%	3%	i	-2%
COc1ccc(NC(=O)NCCCN2CCN(c3cc(C)ccc3C)CC2)cc1	-1%	/	10%	-3.0%	-0.1%	1%	/	/	/	/	-2%
CCN(C(=O)CSc1ccc2c(c1)OCCO2)C1CCS(=O)(=O)C1 (stereo not drawn)	4%	i	14%	-0.4%	1.1%	1%	i	2%	0%	i	4%
O=C(Cn1nnc2c(cnn2-c2ccccc2)c1=O)NCc1cccs1	-4%	6.7e-08M*	19%	-0.6%	1.0%	-2%	i	8%	-2%	7.6e-08M*	-4%
O=C1[C@@H]2[C@H]3[C@H](O)[C@H](O)C/C(=N/OCc4ccccc4)[C@H]3CC[C@H]2C(=O)N1c1ccc(F)cc1F	/	/	-8%[11.4 µM]	0.3%[15.4 µM]	-0.9%[15.4 µM]	2%[11.5 µM]	/	/	/	/	-3%[11.5 µM]
Cc1nc2cc(-c3cccc(F)c3)nn2c(C)c1CCC(=O)NC(C)CCc1ccco1 (stereo not drawn)	9%	/	8%	0.8%	-1.6%	-2%	/	/	/	/	-4%
CCN1C(=O)c2ccccc2S(=O)c2ccc(C(=O)N3CCCCCC3)cc21 (stereo not drawn)	15%	/	20%	0.7%	-0.1%	-1%	/	/	0%	/	-1%
NC(=O)/C(=C\c1ccncc1)c1cccc2ccccc12	-4%[9.17 µM]	i	-8%[11.4 µM]	-0.3%[15.4 µM]	-2.0%[15.4 µM]	1%[11.5 µM]	i	/	-4%[9.22 µM]	i	-3%[11.5 µM]
COc1cccc(N2CCN(C(=O)CCn3c(=S)[nH]c4cc5c(cc4c3=O)OCO5)CC2)c1	-1%	?	4%	-0.6%	0.2%	-1%	i	5%	2%	?	1%
CCOc1ccc(NC(=O)c2cc3n(n2)C(C(F)(F)F)CC(c2ccco2)N3)cc1 (stereo not drawn)	7%	i	-11%	1.9%	-0.4%	3%	i	12%	4%	i	0%
COC(=O)c1cc(NS(=O)(=O)c2ccc3c(c2)CCC(=O)N3)cc(C(=O)OC)c1	-7%	1.5e-08M*	-25%	-0.5%	0.4%	0%	i	7%	-4%	1.6e-08M*	-4%
COC(=O)c1ccc(Oc2c(C)oc3c(CN4CCN(C)CC4)c(O)ccc3c2=O)cc1	-7%	2.7e-06M*	10%	-0.1%	-1.8%	-16%	i	-1%	1%	1.9e-06M*	-16%
N#Cc1cccc(-c2cncnc2NCc2cccs2)c1	10%	i	?	-1.2%	-0.6%	-2%	i	15%	0%[9.22 µM]	i	-4%
CC1COC(c2cccn2Cc2ccccc2Cl)=N1 (stereo not drawn)	-1%	i	14%	-0.1%	1.9%	0%	i	2%	1%	i	-2%
c1ccc2c(c1)c1c3n2CCNC3CCC1 (stereo not drawn)	-3%	i	-8%	-1.6%	0.2%	-9%	i	-4%	1%	i	-12%
Cc1cc(C(=O)O)sc1C	/	i	10%	-7.5%	1.5%	-2%	i	-1%	0%	i	-2%

Reprinted from the part before: 4 entries, followed by the next part.
SMILES	Ub-GFP proteasome	A350 autofl	HEK293 cAMP ctrl	BRCT PPI green	BRCT inh red	Caspase-7 inhib	Fluorescein fluor	USP2a inh	GFP derepression	4-MU autofl	Casp1 inh
N#Cc1cccc(-c2cncnc2NCc2cccs2)c1	10%	i	?	-1.2%	-0.6%	-2%	i	15%	0%[9.22 µM]	i	-4%
CC1COC(c2cccn2Cc2ccccc2Cl)=N1 (stereo not drawn)	-1%	i	14%	-0.1%	1.9%	0%	i	2%	1%	i	-2%
c1ccc2c(c1)c1c3n2CCNC3CCC1 (stereo not drawn)	-3%	i	-8%	-1.6%	0.2%	-9%	i	-4%	1%	i	-12%
Cc1cc(C(=O)O)sc1C	/	i	10%	-7.5%	1.5%	-2%	i	-1%	0%	i	-2%
CCCN(CCC)C1CC(=O)N(Cc2ccccc2)C1=O (stereo not drawn)	3%	i	7%	-1.3%	1.5%	-1%	?	6%	-3%	i	1%
O=C(O)[C@H](Cc1ccccc1)N1C(=O)c2ccncc2C1=O	9%	?	?	-1.9%	-1.4%	0%	?	1%	-3%	?	0%
CN1CCN(c2ccc(Cl)cc2NS(=O)(=O)c2ccccc2Cl)CC1	2%	i	17%	-0.4%	0.1%	5%	i	17%	?	i	2%
O=C(Cn1c(=O)sc2ccccc21)Nc1ccc(S(=O)(=O)N2CCCCC2)cc1	0%	i	-6%	0.2%	-2.4%	-3%	?	40%[activator]	-1%	i	-1%
CC(C)C[C@H](NC(=O)N1CCN(c2ccccc2)CC1)C(=O)O	8%	i	6%	-2.6%	-1.0%	1%	?	-2%	2%	i	-2%
C=CC[C@@H]1C=C[C@@H](O/N=C\C[C@@H]2C=C[C@H](OC(C)=O)[C@H](COC(C)=O)O2)[C@@H](CO)O1	/	/	-1%[11.4 µM]	0.4%[15.4 µM]	-0.1%[15.4 µM]	0%[11.5 µM]	/	/	/	/	-1%[11.5 µM]
c1ccc(CCNc2ncnc3nc[nH]c23)cc1	-3%	i	3%	0.8%	-0.7%	-1%	i	2%	0%	i	-2%
COC(=O)[C@@]1(Cc2ccc(OC)cc2)[C@H]2c3cc(C(=O)N4CCCC4)n(CCc4ccc(OC)c(Br)c4)c3C[C@H]2CN1C(=O)c1ccccc1	/	/	5µM*	0.1%	0.9%	-4%	/	/	/	/	-4%
N#Cc1cccc(-c2nc(Nc3ccccc3)c3ccccc3n2)c1	7%	?	?	0.6%	-0.8%	-5%	i	13%	2%[9.22 µM]	i	0%
COc1ccccc1OCCSc1nnnn1-c1ccc(C)cc1	16%	/	?	0.6%	-1.2%	-2%	/	/	/	/	-4%
COc1cccc(-c2nnc(SCC(=O)Nc3ccc(S(N)(=O)=O)cc3)n2C)c1	1%	i	-15%	0.7%	-2.9%	-1%	i	8%	-2%	i	0%
O=S(=O)(NCc1cccs1)c1cccc2cccnc12	-5%	i	2%	-2.6%	-0.3%	-1%	i	-2%	-1%	i	0%
COc1cccc2sc(NC(=O)c3ccc(S(=O)(=O)N4CCOCC4)cc3)nc12	3%	i	-12%	2.7%	-0.4%	-1%	?	18%	-1%	i	-5%
O=c1cc(CO)oc(CN2CCC(Cc3ccccc3)CC2)c1O	7%	i	6%	-5.1%	1.2%	-5%	?	-1%	0%	i	-4%
Cc1nc(N2CCN(c3ccccc3)CC2)c2c3c(sc2n1)CCC3	-16%	/	-3%	-0.8%	1.2%	-1%	/	2%	2%	/	0%
CCOC(=O)C1CCN(C(=O)c2ccc3c(c2)OCO3)CC1	/	i	2%	-7.5%	-0.2%	0%	?	1%	0%	i	-1%
COc1cccc(NC(=O)CN2CCN(S(=O)(=O)c3ccc(C(C)C)cc3)CC2)c1	13%	i	?	0.1%	-0.7%	-1%	i	19%	4%	i	-3%
CC(=O)c1ccc(OCC(=O)NC2CCS(=O)(=O)C2)cc1 (stereo not drawn)	-1%	i	2%	-0.4%	-0.5%	0%	i	-5%	-2%	i	2%
CCn1c(N)nc2ccccc21	0%	i	17%	3.8%	0.6%	-1%	i	-5%	2%	i	-4%
CCOC(=O)C1C(=O)NCC2CCCC21 (stereo not drawn)	-4%	i	3%	0.8%	-2.0%	0%	?	-4%	-3%	i	3%
O=C(c1ccccc1)c1ccc(N2CCCC2)cc1	16%	/	?	-3.7%	-0.1%	-23%	/	-9%	-2%	/	?
